RmlCD inh 1536: blocks M. tuberculosis RmlC and RmlD coupled enzymes; RmlC+RmlD coupled enzyme assay, percent inhibition; primary screen in compound mixtures; inhibition, % at 3.6 µM; 160,000 tested, 0.03% active; in the data active = inhibition mostly above about 34%, no sharp cut-off; note: some results filed as inactive read as strong as hits
Target sequence (P9WH09 whole entry, looked up): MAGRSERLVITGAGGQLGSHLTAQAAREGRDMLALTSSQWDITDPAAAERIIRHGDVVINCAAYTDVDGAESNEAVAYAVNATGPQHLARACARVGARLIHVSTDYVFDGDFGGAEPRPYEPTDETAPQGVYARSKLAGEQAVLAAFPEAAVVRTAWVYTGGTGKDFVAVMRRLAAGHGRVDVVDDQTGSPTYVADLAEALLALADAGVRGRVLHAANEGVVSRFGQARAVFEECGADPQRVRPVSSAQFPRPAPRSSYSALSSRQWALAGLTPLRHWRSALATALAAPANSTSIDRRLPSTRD
Target sequence (P9WH11 whole entry, looked up): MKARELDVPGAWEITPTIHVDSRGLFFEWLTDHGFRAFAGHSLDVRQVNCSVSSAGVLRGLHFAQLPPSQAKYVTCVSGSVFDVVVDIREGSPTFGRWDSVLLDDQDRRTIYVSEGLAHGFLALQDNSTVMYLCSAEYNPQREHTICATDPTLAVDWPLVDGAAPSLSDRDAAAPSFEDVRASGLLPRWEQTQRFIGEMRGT
GlmU inhibition: inhibition of mycobacterial GlmU enzyme – biochemical, glucosamine-1-phosphate acetyltransferase (AID 1376); M. tuberculosis GlmU acetyltransferase enzyme assay; higher % means a stronger effect; inhibition, %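 (tested at 30 µM in the primary screen)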, or IC50 in µM where a hit was titrated; 220,000 tested, 0.25% active; in the data active = inhibition above about 13%;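 note: 0% = complete reaction with vehicle and 100% = reaction without substrate; strong numbers were not always called active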
The depositor's hits bear a star; . = no result given. These rows are one share of the data, so the mix of outcomes need not match the whole.

Below each compound – RmlCD inh 1536 | GlmU inhibition
> Cc1ccc(C(=O)CCC(=O)N2CCN(C(=O)c3ccco3)CC2)cc1
  -5 | 0.6%
> CCc1nnc(NC(=O)NC(C)(C)C)s1
  4 | -0.4%
> CC1=C(C(=O)Nc2ccccc2C)C(c2ccc(C)o2)C2=C(CCCC2=O)N1 (stereo not given)
  8 | 0.3%
> COc1cc2[nH]c(=O)n(CCC(=O)N3CCC(N4CCCCC4)CC3)c(=O)c2cc1OC
  -5 | 7.3%
> CCOC(=O)CCC(NC(=O)c1cncc(O)c1)C(=O)OCC (stereo not given)
  15 | 0.3%
> CN1CCN(c2oc(-c3ccc([N+](=O)[O-])cc3)nc2C#N)CC1
  . | -4.9%
> NC(=O)C1(N2CCCCC2)CCN(C2CC(=O)N(CCc3ccccc3)C2=O)CC1 (stereo not given)
  -7 | 7.1%
> O=C1NC2(O)C(=O)c3ccccc3C2(O)N1 (stereo not given)
  -1 | -2.1%
> O=C(Nc1ccccc1)N1CCc2ccccc2C1
  . | 7.1%
> CCOC(=O)c1c(C)c(C(=O)NCc2ccccc2OC)c(C)n1C
  37 | -1.7%
> COc1cccc(CNc2ccc(F)c([N+](=O)[O-])c2)c1O
  3 | -1.7%
> COc1ccc(-c2ccnc3c(C#N)cnn23)cc1
  44* | 1.8%
> CN(Cc1ccccc1)C(=O)CCS(=O)(=O)c1ccc2c(c1)n(C)c(=O)c(=O)n2C
  -13 | 3.5%
> Cc1cc(NC(=O)c2cc3ccccc3oc2=O)no1
  7 | -2.0%
> CCCCNC(=O)C1C2C=CC3(CN(Cc4ccc(C)cc4)C(=O)C13)O2 (stereo not given)
  . | 0.7%
> CC(=O)Nc1ccc(NC(=O)Cn2c(=O)n(-c3ccccc3)c(=O)c3oc4ccccc4c32)cc1
  -5 | -3.9%
> c1ccc(-c2noc(CSc3nnc(Cc4cccs4)n3-c3ccccc3)n2)cc1
  . | 0.0%
> C/C(=N\Nc1ccc([N+](=O)[O-])cc1)c1ccc(-n2nncc2C)cc1
  -12 | 5.2%
> CCC(C)N1CCCCC1C(=O)Nc1c(C)cc(C)cc1C (stereo not given)
  . | -7.0%
> CC(=O)/C(N=Nc1nc2c([nH]1)c(=O)n(C)c(=O)n2C)=C(\C)O
  0 | 1.4%
> CC1CC(C)CN(C(=O)Cn2c(SCC(=O)N3CCc4ccccc4C3)nc3ccccc32)C1 (stereo not given)
  . | 1.6%
> COc1ccc(OCC(=O)OCC(=O)Nc2ccc(S(=O)(=O)N3CCCCC3)cc2)cc1
  . | -1.0%
> Cc1cc(CSc2ccccc2)ccc1NC(=O)COc1ccccc1
  . | 2.0%
> COc1ccc2c(c1)C(C)=CC(C)(C)N2C(=O)CN1C(=O)CCC1=O
  . | -5.2%
> O=C(Nc1ccc(S(=O)(=O)N2CCOCC2)cc1)c1ccc(=O)[nH]c1
  25 | 1.3%
> CC(=O)n1nc(-c2ccccc2)nc1NCc1ccc(F)cc1
  . | 2.9%
> O=C(CCc1ccccc1)Nc1ccccc1[N+](=O)[O-]
  3 | 4.6%
> Cc1ccc(CNC(=O)CSc2ccc(-c3ccco3)nn2)cc1
  -9 | -4.2%
> COc1cccc(-c2csc(N3CCN(C(=O)Nc4ccccc4OC)CC3)n2)c1
  14 | -2.2%
> O=C(NCCN1C(=O)S/C(=C\c2ccc(OC(F)F)cc2)C1=O)c1cnccn1
  0 | 0.6%

Overlap with the part before: three entries, then new ones.
Below each compound – RmlCD inh 1536 | GlmU inhibition
> Cc1ccc(CNC(=O)CSc2ccc(-c3ccco3)nn2)cc1
  -9 | -4.2%
> COc1cccc(-c2csc(N3CCN(C(=O)Nc4ccccc4OC)CC3)n2)c1
  14 | -2.2%
> O=C(NCCN1C(=O)S/C(=C\c2ccc(OC(F)F)cc2)C1=O)c1cnccn1
  0 | 0.6%
> COCCNc1nc(CSc2ccccc2)nc2sc(C)c(C)c12
  88 | 4.4%
> COc1ccc(Cl)cc1C(=O)NC(=S)Nc1cc(-c2nc3ccccc3[nH]2)ccc1C
  . | 2.6%
> C=CCn1c(COc2ccccc2)nnc1SCC(=O)NCC(=O)OCC
  10 | -4.7%
> NC(=O)C1(N2CCCCC2)CCN(Cc2ccc(F)cc2)CC1
  . | -1.5%
> CCN(CC)S(=O)(=O)c1ccc(-c2nnco2)cc1
  7 | 0.2%
> O=C(COC(=O)CC(c1ccccc1)c1ccccc1)Nc1c(F)cccc1F
  -2 | 0.0%
> Cc1cc(Cl)ccc1OCc1nc(-c2ccncc2)no1
  8 | -0.1%
> O=C(CN(Cc1ccco1)C(=O)c1ccc(Cl)cc1)Nc1c(Cl)cc(Cl)cc1Cl
  -8 | 0.6%
> COC(=O)CC1C(=O)NC2CCCCC2N1C(=O)CCl (stereo not given)
  . | -7.4%
> CCCCC(CC)C(=O)NCCc1ccc(S(N)(=O)=O)cc1 (stereo not given)
  -9 | 0.9%
> Cc1csc(NC(=O)c2cccc(S(=O)(=O)N3CCN(C)CC3)c2)n1
  . | -3.3%
> O=S(=O)(c1ccc(Cl)c(NC(=S)Nc2cccc(O)c2)c1)N1CCOCC1
  11 | 2.1%
> CCOC(=O)c1ccc(COC(=O)c2cc(=O)[nH]c3ccccc23)o1
  10 | -9.1%
> COc1cccc(C(=O)Nc2nnc(C3CCCO3)s2)c1 (stereo not given)
  . | -1.0%
> Cc1cn(-c2cc(C(=O)Nc3ccc(C)c(NC(=O)N4CCNC4=O)c3)cc(C(F)(F)F)c2)cn1
  . | -1.6%
> S=c1nc[nH]c2c1sc1nc(N3CCOCC3)c3c(c12)CCCC3
  43 | 1.2%
> CCOC(=O)C1CCCN(C(=O)c2cn(C)c3ccc(S(=O)(=O)N4CCCC4)cc3c2=O)C1 (stereo not given)
  4 | -1.0%
> CCCOC(=O)Cn1c(=O)c2cc3c(=O)n(CC(=O)OCCC)c(=O)c3cc2c1=O
  . | -0.2%
> Cc1ccc(/C=N\NC(=O)c2cncc(Br)c2)o1
  -10 | -2.8%
> Cc1ccccc1OCC(O)CN (stereo not given)
  -3 | 2.9%
> Cc1ccc(S(=O)(=O)N2CCCCC2)cc1NC(=O)c1ccc2c(=O)n3c(nc2c1)CCCCC3
  -5 | 0.2%
> O=[N+]([O-])c1cc(/C=N/Nc2nc(N3CCOCC3)nc(N3CCOCC3)n2)ccc1Cl
  -1 | -2.5%
> CC(=O)N1CCC2(CC1)NC(=O)N(c1ccccc1)N2
  -2 | -0.7%
> CCOc1cc(C(=O)CCC(=O)OCC(=O)NC(=O)NCC(C)C)ccc1O
  . | -1.0%
> Cc1nn(C)cc1/C=C1/CC2C3CC=C4CC(O)CCC4(C)C3CCC2(C)C1=O (stereo not given)
  . | 1.9%
> Cc1cccc(-n2c3nc(=O)[nH]c(=O)c-3cc3c(C)nn(-c4ccccc4)c32)c1C
  5 | 0.8%
> CC(=O)c1ccc(N2CCN(C(=O)c3ccc4ccccc4n3)CC2)cc1
  -12 | -2.3%
> CC1=C(C(=O)OCc2ccccc2)C(c2ccc3c(c2)OCO3)NC(=O)N1CCCC(=O)O (stereo not given)
  . | -0.7%
> CN1/C(=C\C(=O)c2cccc(S(=O)(=O)N3CCCCC3)c2)C(C)(C)c2ccccc21
  7 | 2.8%
> N=c1c2c(n(Cc3ccc(Br)cc3)c3c1CCC3)CCCC2
  -8 | -8.7%

Three compounds drawn at random from the list so far, as already listed:
Below each compound – RmlCD inh 1536 | GlmU inhibition
> COCCNc1nc(CSc2ccccc2)nc2sc(C)c(C)c12
  88 | 4.4%
> Cc1ccc(S(=O)(=O)N2CCCCC2)cc1NC(=O)c1ccc2c(=O)n3c(nc2c1)CCCCC3
  -5 | 0.2%
> Cc1nn(C)cc1/C=C1/CC2C3CC=C4CC(O)CCC4(C)C3CCC2(C)C1=O (stereo not given)
  . | 1.9%

Remaining list, next part:
Below each compound – RmlCD inh 1536 | GlmU inhibition
> O=C(NCc1ccc2c(c1)OCO2)C12CN(Cc3ccccc3)CC1C(c1cccc([N+](=O)[O-])c1)=NO2 (stereo not given)
  -3 | -5.0%
> C=C1CCN([C@H](C(=O)OCc2ccc(C)cc2)C(C)C)S(=O)(=O)c2ccccc21
  . | -0.5%
> Cn1c(SCC(=O)N2CCCc3ccccc32)nc2ccccc2c1=O
  -10 | -1.2%
> Cc1ccc(NC(=O)CCCCCN2C(=O)c3ccccc3C2=O)nc1
  -9 | 0.6%
> CN(C)S(=O)(=O)c1cccc(NC(=S)N/N=C/C2CC=CCC2)c1 (stereo not given)
  -8 | -2.2%
> CCc1nnc(NC(=O)c2cc(C)nc3ccccc23)s1
  . | -1.3%
> N=C(N)SCCc1cccc(CCSC(=N)N)c1
  . | -2.0%
> CCOC(=O)CN(Cc1sccc1C)C(=O)Nc1ccc(OCC)cc1
  0 | 6.1%
> N#Cc1ccc(C(=O)OCC(=O)Nc2ccc(S(N)(=O)=O)cc2)cc1
  . | 0.3%
> Cc1ccc(S(=O)(=O)Nc2ccc(-c3csc(-c4ccccc4)n3)cc2)cc1
  . | 2.6%
> O=C(NCCC1=CCCCC1)c1cnsn1
  . | -0.1%
> Cc1ccccc1-c1nn(-c2ccc(F)cc2F)cc1CNCCCO
  -3 | 8.4%
> CCOc1ccc(Oc2ccc(S(=O)(=O)N3CCOCC3)cc2N)cc1
  -11 | 1.8%
> CCCC(=O)N(c1ccc(F)cc1)C1C=CS(=O)(=O)C1 (stereo not given)
  . | -3.9%
> Cc1noc(NS(=O)(=O)c2ccc(NC(=O)c3cnc4n(c3=O)CCS4)cc2)c1C
  . | 3.9%
> CC(=O)Nc1ccc(NC(=O)C(Cc2ccccc2)NC(=O)C2CCCCC2)cc1 (stereo not given)
  . | 1.6%
> CCCN(CCC)c1nc(C#N)nc(N(CCC)CCC)n1
  1 | -0.7%
> CCC(C)c1ccc(NC(=S)NN2CCOCC2)cc1 (stereo not given)
  8 | 0.0%
> CC(C)c1ccc(-c2nc(N3CCCC3)nc3n[nH]c(N)c23)cc1
  13 | -5.3%
> COc1ccc(Cl)cc1N(CC(=O)Nc1ccccc1SC)S(C)(=O)=O
  5 | 2.4%
> O=C(CSCC(=O)N1CCCCC1)Nc1nc(-c2cccs2)cs1
  -7 | -1.9%
> COc1ccc(NC(=O)c2ccccc2-c2ccccc2)cc1
  5 | 2.9%
> C=CCN1C(=O)C(Cc2cccc(C)c2)SC1=Nc1ccc(C(=O)O)cc1 (stereo not given)
  9 | -0.1%
> CCOc1ccc2c(c1)C(=NNC(=O)c1ccncc1)c1cc(OCC)ccc1-2
  -5 | 0.9%
> O=C(CCc1n[nH]c(=O)[nH]c1=O)N1CCOCC1
  . | 5.0%
> CCn1c(C)nc2cc(C(=O)NNC(=S)NC(=O)c3ccccc3)ccc21
  -1 | 11%
> COc1cccc(C(=O)Nc2c3c(nn2-c2cccc(C)c2C)CS(=O)C3)c1OC (stereo not given)
  . | -4.5%
> COc1cc(C2C(C#N)=C(N)Oc3n[nH]c(-c4cccnc4)c32)ccc1OCC(N)=O (stereo not given)
  -13 | 1.9%
> CCN(CC)S(=O)(=O)c1ccc2oc(Nc3ccc4c(c3)OCCO4)nc2c1
  . | 2.4%
> COc1ccc2[nH]c(C(=O)Nc3ccc(C)c(F)c3)cc2c1
  -6 | 1.9%

Next entries
Below each compound – RmlCD inh 1536 | GlmU inhibition
> Fc1ccccc1CSc1nnc(Cn2cnc3ccccc32)n1-c1ccccc1
  1 | 4.6%
> Cc1cccc(Cn2c(NCCO)nc3c2c(=O)n(C)c(=O)n3C)c1
  3 | 2.8%
> Cn1c(=O)[nH]c(=O)c2c1nc(CN1CCN(Cc3ccccc3)CC1)n2CC(N)=O
  . | -1.9%
> CCCCCCOC1(c2ccccc2)OC(=O)c2ccccc21 (stereo not given)
  -6 | .
> Cc1nn(C)cc1[C@@H]1C[C@H]2CN(Cc3cccc(Cl)c3)C(=O)[C@]23CCCN13
  -5 | 7.2%
> CCCCNC(=S)N(Cc1ccco1)Cc1cc2cc3c(cc2[nH]c1=O)OCCO3
  . | 1.3%
> CCOC(=O)Cn1nnc(-c2ccc(SC)cc2)n1
  . | 4.7%
> C[n+]1ccccc1C1CCCC/C1=N\NC(N)=S (stereo not given)
  -9 | -2.1%
> CS(=O)(=O)N(Cc1ccccc1)c1ccc(C(=O)Nc2cccnc2)cc1
  . | -1.8%
> COC(C[C@H]1O[C@H]1[C@@H](O)COCc1ccccc1)OC
  . | -4.3%
> COc1ccc(NC(=O)Cn2cccc2)c(OC)c1
  . | 1.0%
> O=C(COC(=O)c1cnc(Cl)c(Cl)c1)NCCC1=CCCCC1
  6 | 2.2%
> O=C(CN1CCCC1=O)NC1C2CC3CC(C2)CC1C3 (stereo not given)
  -4 | 0.0%
> C=CCN1C(=O)c2ccc(C(=O)OCC(=O)N(C)C3CCCCC3)cc2C1=O
  2 | 0.2%
> NS(=O)(=O)c1ccc(Nc2nc(-c3ccc(F)cc3)cs2)cc1
  -13 | 0.1%
> CCSCCC(NC1=CC(=O)CC(C)(C)C1)C(=O)O (stereo not given)
  -3 | -4.2%
> CCN1C(=O)S/C(=C/c2c(OCc3ccc(C(=O)O)cc3)ccc3ccccc23)C1=O
  -11 | 2.0%
> COc1cccc(-c2nn3c(-c4ccccn4)nnc3s2)c1
  . | 2.7%
> Cc1ccn2cc(C(=O)Nc3ccccc3N3CCOCC3)nc2c1
  . | 5.4%
> Nc1nonc1N/N=C/c1c(O)ccc2ccccc12
  6 | 1.3%
> Cc1cccc(Nc2ccncc2S(=O)(=O)NC(=O)NC(C)C)c1
  -2 | 3.5%

Record cards, as listed above.
Entry for Cc1ccn2cc(C(=O)Nc3ccccc3N3CCOCC3)nc2c1 : RmlCD inh 1536: .; GlmU inhibition: 5.4%
Entry for Cc1cccc(Nc2ccncc2S(=O)(=O)NC(=O)NC(C)C)c1 : RmlCD inh 1536: -2; GlmU inhibition: 3.5%
